Compound activity: PubChem BioAssay, National Center for Advancing Translational Sciences (NCATS)
KDM5B inh: Primary screen for KDM5B Histone Demethylases FDH-coupled qHTS; Lysine-specific demethylase 5B (Homo sapiens), Q9UGL1; KDM5B demethylase, FDH-coupled NADH fluorescence (FDH is formaldehyde dehydrogenase); Potency, µM (doses to about 57.7 µM), without a hit: at the highest dose activity change, negative = inhibition, usual class: inhibitors; actives 2.6% (n = 220,000); active means well fitted inhibition curve with a large enough effect; inconclusive means small, poorly fitted or top-dose-only effect; inactive means no such curve, though single readings can be large or run the other way; further: 0% is about no effect; nearly all actives have a fitted effect of over 70% in size
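KDM5BΔAP (200 nM final) in 50 mM HEPES pH 7.5, 0.01% Tween-20 was preincubated 10 min at RT with compound over a concentration range. Substrate mix (H3K4me3 12.5 µM, α-KG 25 µM, Fe²⁺, ascorbate, NAD⁺, FDH) was added, and NADH fluorescence change over 30 min gave dose-response curves.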
Starred values were filed as active, the others as inactive; i = inactive; ? = inconclusive; & = joins results of further samples; [ ] = remark or other dose. Potency means the concentration at half of the fitted maximal effect. These rows are one share of the data; rates above refer to the full screens.

SMILES	KDM5B inh
CC(C)CCN1CC(Oc2ccc(F)cc2F)C1	15.2%[149 µM]
O=C(Nc1ccc2c(c1)CN(Cc1ccc(Cl)cc1)C(=O)CO2)c1ccc(F)cc1F	-4.1%
CCCc1nc2ccccc2n1CC(O)c1ccccc1 (stereo unspecified)	5.9%
O=C(NCC1CCCCC1)C1CCN(C(=O)N2CC3CC(C2)[C@H]2CCCC(=O)N2C3)CC1 (stereo partly specified)	3.0%
CC(CCO)Nc1nc2c(c(=O)n(C)c(=O)n2C)n1Cc1ccc(F)cc1 (stereo unspecified)	6.0%
Cn1c(SCC(=O)NCc2ccco2)nnc1C1CC1	-8.5%
Cc1ccc(-c2cc(N3CCC(CNC(=O)c4n[nH]c5c4CCCC5)CC3)n[nH]2)cc1	-28.8%
CN(C)c1ncnc2scc(-c3ccc(F)cc3)c12	15.4%
CN(C)S(=O)(=O)N(CC(=O)NCCSCc1ccccc1Cl)c1ccccc1	-20.3%
Cc1ccc(C2Cn3nnc(-c4noc(-c5cccs5)n4)c3CO2)cc1 (stereo unspecified)	?
CN1c2cc(C(=O)Nc3cc(F)cc(F)c3)ccc2C(=O)N2CCCCCC21 (stereo unspecified)	?
Cc1ccc(NC(=O)c2nc3ccccc3nc2N2CCOCC2)c(C)c1	-1.7%
O=C(CSc1nc(-c2ccccc2)cc(=O)[nH]1)Nc1ccc(Cl)c(Cl)c1	-2.2%
CCn1ncc(CN2CCn3c(nnc3[C@@H]3C[C@@H](O)CN3Cc3cccnc3)C2)c1C	-13.6%
COc1ccc(CN2CCC23Cc2ccccc2NC3=O)cc1 (stereo unspecified)	3.5%[86.2 µM]
COc1ccc(C)cc1NC(=O)Cn1c(=O)oc2cc(S(=O)(=O)N3CCCCC3)ccc21	-23.4%
C=CCC1(C(=O)O)CCCN(Cc2cn[nH]c2C(=O)O)C1 (stereo unspecified)	?
O=C(c1ccccc1)c1ccc(O)cc1	1.5%
COc1ccc(NS(=O)(=O)c2ccc3c(c2)CCCN3C(=O)C2CCC2)cc1OC	-1.9%
Cn1cc(-c2ccncc2)cc1C(=O)NC1CCN(Cc2ccccc2)CC1	-23.7%
O=c1[nH]c(N2CCN(c3ccccc3F)CC2)nc2c1CCC2	-7.9%
CCc1ccc(NC(=O)CNC(=O)Cn2c(C)cc3ccccc3c2=O)cc1	?
O=C1c2c(nc(CNCc3ccc4c(c3)OCO4)n2Cc2ccccc2)NCCN1CCOc1ccccc1	?
COc1ccc(CN2Cc3cc(NC(=O)c4cccc(F)c4)ccc3OCC2=O)c(OC)c1	24.9%
O=C(CSc1nc2ccc(Cl)cc2[nH]1)c1cccs1	?
Cc1ccn2cc(CCNS(=O)(=O)c3ccc([N+](=O)[O-])cc3)nc2c1	32.4%[activator]
CCOc1ccc(C(=O)Nc2ccc3oc(-c4ccncc4)nc3c2)cc1[N+](=O)[O-]	-6.7%
COc1ccc(NC(=O)C2CC(=O)N(c3n[nH]c4cccc(F)c34)C2)cc1Cl (stereo unspecified)	?
COC(=O)C1CN(C2CC2)CCS(=O)(=O)N1Cc1cn(Cc2ccc(OC)cc2)nn1 (stereo unspecified)	13.8%
CCOc1ccc(C2C(C(N)=O)=C(C)Nc3nc(-c4ccc(OC)cc4)nn32)cc1 (stereo unspecified)	-29.4%
Cc1ccc(N/N=C/c2cccc(/C=N/Nc3ccc(C)c(Cl)c3)c2)cc1Cl	-13.2%
COc1ccc(CCc2nc3nccc(-c4ccc(F)cc4)n3n2)cc1OC	-12.8%
CC(C)c1ccc(CN2CCC3(CC2)COCCN3C(=O)OCc2ccccc2)cc1	-22.3%[86.2 µM]
Cn1nc(C2CCN([S+](=O)([O-])c3cccc(C(F)(F)F)c3)CC2)[nH]c1=O	14.7%
CN1CCN(CCNC(=O)CCn2ccc3cc(S(=O)(=O)N4CCCCC4)ccc32)CC1	-0.3%
O=C(NCc1cccnc1)[C@@H]1C[C@@H](O)CN1C1CCN(C(=O)c2ccsc2)CC1	31.8%[activator]
CN1c2cc(C(=O)N3CCC(C(N)=O)(N4CCCCC4)CC3)ccc2C(=O)N2CCCC21 (stereo unspecified)	?
Cc1ccc(C(=O)CCc2ccc(N)cc2)cc1	3.7%
Cc1cccc(C(=O)OC(C)C(=O)c2ccc(F)cc2)c1O (stereo unspecified)	-1.7%
CC(C)CC(=O)N1CCc2nnc([C@@H]3C[C@@H](O)CN3C(C)C)n2CC1	7.0%
CC(C)c1ccc(CN(Cc2ccco2)c2cnc(S(C)(=O)=O)nc2C(=O)Nc2ccc(F)cc2)cc1	-28.5%
CCCCCCn1c(SCC(N)=O)nc2c1c(=O)[nH]c(=O)n2C	17.8%
CCN1C(=O)C2CC3(CCN(C(=O)c4cc(C)n(C)n4)CC3)CN2C1=O (stereo unspecified)	29.1%
CSC1=NC2(C[C@H]2c2ccccc2)C(=O)N1C (stereo partly specified)	16.6%
CC(C)COc1ccc(C(=O)Nc2ccc(N3CCN(S(C)(=O)=O)CC3)cc2)cc1	3.1%
COc1ccc(NC(=O)/C(C#N)=C/c2ccc(OCc3cc(=O)n4nc(C)sc4n3)cc2)cc1	?
COc1ccc(-c2nnc(SC(C(=O)N3CCOCC3)c3ccccc3)n2C)cc1 (stereo unspecified)	15.2%
CN1C(=O)CO[C@H]2CN(C(=O)c3ccccn3)C[C@H]21	2.8%[115 µM]
Cc1ccc(C(=O)NCCSc2c[nH]c3ccccc23)cc1C	?
CCC(NC(=O)C(C)(C)C)c1ccccc1 (stereo unspecified)	-3.7%
Next part:
SMILES	KDM5B inh
Cc1ccc(NC(=O)c2c(C)oc3ncn(C)c(=O)c23)cc1F	-3.8%
OC(c1ccccc1)c1cn(C2CCN(Cc3cnc4ccccc4c3)CC2)nn1 (stereo unspecified)	-1.1%
O=C(Cc1ccccc1)c1ccccc1NC(=O)C1CCCCC1	3.5%
CN(Cc1ccccc1)C(=O)c1cn2ccnc(-c3ccccc3)c2n1	?
CC(=O)c1ccc(N2CCN(Cc3cc(=O)n4c(-c5ccccc5)csc4n3)CC2)cc1	-17.6%
O=C1COCC2(CN1Cc1ccccc1)CN(C(=O)c1ccc(F)c(Cl)c1)C2	5.1%[86.2 µM]
CCn1nc(C)c(CN2C[C@@H](CO)[C@H](NC(=O)c3ccccc3)C2)c1C	-18.6%
COc1ccccc1NC(=O)C1=C(C)Nc2nc(SCc3cccc(F)c3)nn2C1c1ccc(C(=O)O)cc1 (stereo unspecified)	-5.7%
CC(=O)c1cc(Cl)ccc1OCC(=O)Nc1cccc(S(=O)(=O)N2CCCC2)c1	3.4%
CCc1ccccc1N(C(C)=O)c1nc(COc2ccccc2C(N)=O)cs1	12.4%
Cc1ccsc1/C=N/N1CCN(c2ccccn2)CC1	-7.0%
COc1ccc(OC)c(C(=O)NCC2(c3ccc(F)cc3)CCOCC2)c1	?
Cc1cnc(C2CC2)n1C1CCCN(S(=O)(=O)c2cccc(F)c2)C1 (stereo unspecified)	1.1%
CCCS(=O)(=O)N1CCc2c(sc3ncnc(N(C)C)c23)C1	-11.0%
CC1=C(C(=O)N2CCOCC2)C(c2cccc(F)c2)NC(=O)N1Cc1ccccc1 (stereo unspecified)	11.7%
CCOc1ccc(C(=O)Nc2cnc3ccccc3c2)cc1OC	7.5%
CCC(=O)Nc1cccc(-c2cn3c(C)csc3n2)c1	-4.4%
CN(CCO)C(C(=O)Nc1ccc(F)cc1)c1ccccc1 (stereo unspecified)	-20.3%
O=C1CCN(C2CCN(Cc3nc(COc4ccccc4)no3)CC2)CCN1	-26.0%
COc1cccc(-c2nc(CS(=O)(=O)CC(=O)NCc3cccc(Cl)c3)c(C)o2)c1	9.0%&10.8%

Sorted by value in KDM5B inh (low to high): 5 of the compounds above
SMILES	KDM5B inh
Cn1cc(-c2ccncc2)cc1C(=O)NC1CCN(Cc2ccccc2)CC1	-23.7%
Cc1ccc(N/N=C/c2cccc(/C=N/Nc3ccc(C)c(Cl)c3)c2)cc1Cl	-13.2%
COc1ccc(NS(=O)(=O)c2ccc3c(c2)CCCN3C(=O)C2CCC2)cc1OC	-1.9%
CN1CCN(CCNC(=O)CCn2ccc3cc(S(=O)(=O)N4CCCCC4)ccc32)CC1	-0.3%
Cc1cnc(C2CC2)n1C1CCCN(S(=O)(=O)c2cccc(F)c2)C1 (stereo unspecified)	1.1%

Carrying on.
SMILES	KDM5B inh
Cc1ccc(C(NC(=O)NN2CCN(C)CC2)C(Cl)Cl)cc1F (stereo unspecified)	16.0%
COc1ccc(N2C(=O)CC(N(CCc3ccccc3)C(=O)c3ccccc3)C2=O)cc1 (stereo unspecified)	30.6%
Cc1nc2cc(NC(C)C(=O)Nc3ccc(F)cc3F)ccc2o1 (stereo unspecified)	-8.3%
Cc1c(C(=O)Nc2ccccc2)cnn1-c1ccccc1	15.8%
Cc1cc(CC(C)NC(=O)c2cn(C3CCC(N)CC3)nn2)n[nH]1 (stereo unspecified)	-6.5%
Cc1cc(C(=O)N2CCCN(S(C)(=O)=O)C(c3ccccc3)CC(=O)NCC2)n(C)n1 (stereo unspecified)	13.6%
COc1ccc(S(=O)(=O)N2CCc3c(C(=O)NCc4ccccn4)cccc32)cc1	4.7%
O=C(c1cccnc1)N1CCCC(c2nc(C3CCOCC3)no2)C1 (stereo unspecified)	15.6%
CN1CC[C@H]2COC(=O)N2c2ccccc2C1	-19.6%[115 µM]
O=C1CCC2(CCNCC2)CN1CCCNc1cccnc1	?

Grouped by structure, the compounds so far with a furan ring, fused or not
SMILES	KDM5B inh
Cn1c(SCC(=O)NCc2ccco2)nnc1C1CC1	-8.5%
CC(C)c1ccc(CN(Cc2ccco2)c2cnc(S(C)(=O)=O)nc2C(=O)Nc2ccc(F)cc2)cc1	-28.5%
Cc1ccc(NC(=O)c2c(C)oc3ncn(C)c(=O)c23)cc1F	-3.8%

The listing picks up; the two compounds before the break are reprinted first.
SMILES	KDM5B inh
CN1CC[C@H]2COC(=O)N2c2ccccc2C1	-19.6%[115 µM]
O=C1CCC2(CCNCC2)CN1CCCNc1cccnc1	?
CC(C)C(=O)Nc1ccc(OCC(F)(F)F)c(C#N)c1	-2.6%
COc1ccc(-n2nnnc2C2CCN(S(=O)(=O)c3cc(Cl)ccc3OC)CC2)cc1	?
COc1cc(NC(=O)CSc2nc(C)c(C(=O)Nc3ccccc3)c(-c3ccc(OC)c(OC)c3)c2C#N)c(OC)cc1Cl	?
O=C(CSc1nnnn1-c1cccnc1)Nc1ccc(F)cc1F	33.4%
Cc1ccc(S(=O)(=O)n2nc(-n3c(C)ccc3C)c3c(F)cccc32)c2ccccc12	0.1%
CSCCC(=O)N[C@H]1CC[C@H]1NC1CCN(C(=O)c2cnccn2)CC1	-0.2%
COc1ccc(-n2ccnc2CN2CCN(CC=C(C)C)C(CCO)C2)cc1 (stereo unspecified)	1.8%
COc1ccc(N2CCN(C(=O)Cn3ncc4c3-c3cc(C)ccc3OC4)CC2)cc1	-2.9%
CSCCC(NS(=O)(=O)c1ccc2c(c1)oc(=O)n2C)C(=O)N1CCN(c2cccc(Cl)c2)CC1 (stereo unspecified)	-16.9%
C[N+](C)(CCCCCCCCCC[N+](C)(C)C1CCCCC1)C1CCCCC1	13.8%
COc1ccc(CCNC(=O)CSc2nc3ccccc3nc2Cc2ccc(Cl)cc2)cc1OC	-45.3%
Cc1nc2nc(SCC(=O)NCCCN3CCCC3)nn2c(C)c1Cc1ccccc1Cl	?
O=C(c1ccco1)N1CCC(n2cc(-c3nc(C4CC4)no3)nn2)C1 (stereo unspecified)	-0.8%
COc1ccc2c(C)c(CCC(=O)N3CCC(O)CC3)c(=O)oc2c1	i
COc1cc(C)ccc1C(=O)N1CCC(Cn2cc(C3CC3)nn2)CC1	-25.1%
COc1ccc(CNCCC(c2ccc3c(c2)OCO3)c2ccccc2OC)cc1 (stereo unspecified)	-4.1%
O=C1NCCOCCCN(C(=O)C2(c3ccccc3)CC2)[C@H]2CCCC[C@@H]12	5.8%
Cc1csc(NC(=O)c2ccc(Oc3cccc(Br)c3)nc2)n1	?
Cc1cc(NC(=O)c2ccc(F)cc2)ccc1-c1cc2ccccc2oc1=O	?
CCOc1ccc2nc(Nc3nc(C)c(CCC(C)C)c(=O)[nH]3)nc(C)c2c1	9.9%
COc1ccccc1NC(=O)/C=C/c1ccc2ccccc2n1	3.9%
COc1cc(C(=O)NC2CCN(c3cc(-c4cccs4)[nH]n3)CC2)cc(OC)c1OC	-13.4%
COc1ccc(C(C)=O)cc1COC(=O)c1c(Cl)cccc1Cl	-11.4%
Cc1cccc(OCC(=O)c2ccc3c(c2)N(C(C)C(=O)NCC2CCCO2)C(=O)CO3)c1C (stereo unspecified)	-15.8%
CCOCCn1c(=O)[nH]c2cc(C(=O)N3CCS(=O)(=O)CC3)ccc21	29.5%
CC(=O)Nc1ccc(NC(=O)CC2C(=O)Nc3nc(-c4ccccc4)nn32)cc1 (stereo unspecified)	7.7%
Cc1c(C(=O)Nc2ccccc2C(N)=O)sc2nc(-c3ccc(F)cc3)cn12	18.0%
CCc1ccc(NC(=O)CSc2nccn2-c2ccc(OC)cc2)cc1	-19.5%
O=C(CCc1nc(-c2cccs2)no1)Nc1ccccc1[N+](=O)[O-]	1.4%
CC1CN(C(=O)CCC(=O)NCc2ccc(F)cc2)c2cc(Cl)ccc2O1 (stereo unspecified)	-10.8%
O=C1NCCC/C1=N/Nc1cc(F)ccc1F	17.9%
Cc1ccc(/C=C/C(=O)OCn2nnc3ccccc3c2=O)o1	-5.1%
CN(Cc1cnn(-c2ccc(F)cc2)c1)c1cc(C2CC(O)C2)ncn1 (stereo unspecified)	24.2%
COc1ccccc1C(=O)NNC(=O)CN1C(=O)c2ccccc2C1=O	-18.2%
Cc1cc(C)n(-c2nc3ccccc3nc2N2CCN(S(=O)(=O)c3ccc4ccccc4c3)CC2)n1	5.3%
O=C(CSc1nc2ccc(NC(=O)C34CC5CC(CC(C5)C3)C4)cc2s1)Nc1ccc(F)cc1	-2.0%
